aSyn 5UTR inh = 5' untranslated region of α-synuclein, MLPCN primary screen. inhibition, % (tested at 7.5 µM). hit rate 0.82% among 300,000. alpha-synuclein 5'UTR reporter, inhibitor activity; in the data active = inhibition above about 60%; inconclusive = no clear call, values can overlap the other calls;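 note: H4 neuroglioblastoma cells stably carrying SNCA 5'UTR luciferase fusion; 0% = DMSO wells and 100% = positive control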
HSP90 refold inh = inhibitors of HSP90 luciferase refolding in rabbit reticulocyte lysate; hit rate 0.91% among 290,000; AID 1789; luciferase refolding luminescence, 3 h; inhibition, % at 5.6 µM;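 active = inhibition above the screen-wide mean plus 3 SD, computed separately per campaign, cut at about 16% in these data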;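 note: 0% = DMSO wells and 100% = 60 µM geldanamycin wells; inhibitors lower the luminescence because luciferase stays unfolded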
HSF1 inh = HSF1 inhibition; NIH3T3-HGL HSE-luciferase, MG132-induced, luminescence 8 h; hits give low values; activity change, negative = inhibition, % at 7.5 µM (by protocol); hit rate 0.77% among 300,000;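 active = more than half of replicate wells show activity change below -50%, luminescence cut by over half; inconclusive = some wells, but at most half, below -50%; inactive = no replicate well below -50%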;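 note: luciferase reports HSF-1 transcriptional activity via heat shock element; 0% = median of DMSO wells and -100% = zero luminescence signal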
IEC-6 tox = kills IEC-6 intestinal cells in KLF5 counter-screen. IEC-6 cytotoxicity, luminescence viability. inhibition, % at 5 µM. hit rate 0.78% among 290,000; in the data active = inhibition above about 22%;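 note: 0% = plate median of test compound wells and 100% = cytotoxic reference compound wells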
PolyA inh = yeast polyadenylation inhibition | S. cerevisiae SKY197-pL101 polyadenylation reporter, beta-gal luminescence; efflux-impaired pdr1/pdr3 knockout yeast; score 100 = 6 SD above DMSO | hit rate 0.02% among 300,000 | calls only at 12 µM;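 active = lowest replicate activity score at least 50, where 100 means six control SD above control mean; inconclusive = lowest score under 50 but half or more replicates reach 50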;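 note: yeast exposed to compound for 9 h at 30 °C; higher score means more reporter readthrough which indicates perturbed polyadenylation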
AI-2 QS modul = modulates the Vibrio harveyi AI-2 quorum sensing system; Vibrio harveyi JMH597 AI-2 luminescence/OD600 ratio, 9 h; hits give low values; strain lacks LuxN and CqsS sensors; 0 = neutral-control median; activity change, % at 7.5 µM; hit rate 0.4% among 300,000; in the data active = activity change below about -75%, passing the limit was not always enough; inconclusive = no clear call, values can overlap the other calls;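 note: luminescence divided by OD600 gain over 9 h not by final OD600 alone; inactives centre near 13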
HSF1 activator = increases HSF-1 driven luciferase reporter signal. NIH3T3-HGL HSF-1 luciferase reporter, MG132, 8 h; 100% = twice DMSO control signal. activation, % at 9 µM. hit rate 1.7% among 300,000;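 active = mean replicate activation of at least 50% with a set share of replicates each reaching 50%; inconclusive = only one of those two conditions met; inactive = mean below 50% and too few replicates reaching it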;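 note: 0% = median of the neutral control wells and 100% = twice that signal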
KLF5 inh = inhibitors of KLF5 expression; inhibition, % at 5 µM; AID 1700; DLD-1 KLF5 promoter-luciferase reporter, luminescence; hit rate 0.23% among 290,000;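 active = inhibition above a per-plate limit of that plate's mean compound inhibition plus 3 SD, cut at about 60% in these data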;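 note: 0% = DMSO wells and 100% = LY294002 at 200 µM; higher means less KLF5 promoter-driven luciferase light; inactives centre near -14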
GSK3A inh = blocks human GSK-3 alpha kinase; hit rate 0.1% among 320,000; P49840; inhibition, % at 10 µM; ADP-Glo luminescence, 60 min;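 in the data active = inhibition above about 50%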;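 note: GST-tagged GSK-3 alpha with peptide substrate and 25 µM ATP; 0% = DMSO neutral wells and 100% = GW8510 positive control wells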
Target sequence (P49840 whole entry, looked up): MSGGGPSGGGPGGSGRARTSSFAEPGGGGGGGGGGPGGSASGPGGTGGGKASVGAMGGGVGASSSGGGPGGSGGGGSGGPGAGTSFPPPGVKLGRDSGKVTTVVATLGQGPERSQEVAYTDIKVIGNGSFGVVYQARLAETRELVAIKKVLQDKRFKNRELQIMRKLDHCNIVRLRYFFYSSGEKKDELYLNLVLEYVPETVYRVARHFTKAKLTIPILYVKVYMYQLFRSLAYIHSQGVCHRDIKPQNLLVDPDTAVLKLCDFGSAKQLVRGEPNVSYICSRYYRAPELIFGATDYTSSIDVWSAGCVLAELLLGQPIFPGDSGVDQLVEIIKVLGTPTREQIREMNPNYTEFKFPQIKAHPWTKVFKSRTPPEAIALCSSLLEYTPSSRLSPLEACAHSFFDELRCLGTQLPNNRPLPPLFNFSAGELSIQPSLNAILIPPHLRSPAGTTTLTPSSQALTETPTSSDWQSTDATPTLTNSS
GSK3beta inhib = blocks human GSK3beta kinase activity | hit rate 0.038% among 300,000 | GST-GSK3beta kinase, ADP-Glo luminescence, 60 min; hits give low values | P49841 | activity score (negative = inhibition), % at 10 µM;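 active = more than half of replicate wells score below -50%, meaning over 50% inhibition versus plate controls; inconclusive = some replicates but at most half score below -50%; inactive = no replicate scores below -50%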;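 note: 0% = median DMSO wells and -100% = median GW8510 positive control wells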
Target sequence (P49841 whole entry, looked up): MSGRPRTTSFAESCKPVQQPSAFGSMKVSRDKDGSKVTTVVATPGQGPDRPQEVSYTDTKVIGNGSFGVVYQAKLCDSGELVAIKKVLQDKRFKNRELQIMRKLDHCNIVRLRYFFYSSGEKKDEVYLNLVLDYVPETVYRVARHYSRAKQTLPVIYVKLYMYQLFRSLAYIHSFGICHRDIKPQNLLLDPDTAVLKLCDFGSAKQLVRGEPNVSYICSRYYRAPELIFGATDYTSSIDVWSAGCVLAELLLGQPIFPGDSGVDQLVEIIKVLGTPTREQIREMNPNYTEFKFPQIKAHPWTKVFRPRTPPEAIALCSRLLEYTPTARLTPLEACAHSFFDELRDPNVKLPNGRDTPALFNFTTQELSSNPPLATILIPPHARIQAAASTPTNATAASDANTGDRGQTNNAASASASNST
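Test system: GST-tagged human GSK3beta kinase, cell-free; evaluation: activity score scaled between in-plate DMSO and GW8510 controls; measured by: ADP-Glo luminescence; incubation: 60 min reaction, RT; benchmarks: DMSO and 20 µM GW8510; reagent: peptide substrate plus 25 µM ATP (final); medium: Tris/MgCl2 kinase buffer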
* marks the source's active call; other numbers are inactive results; i = inactive; ? = inconclusive; nt = not tested or not shown. These rows are one share of the data (hit frequency here may not be typical).

A first look:
#	Compound	aSyn 5UTR inh	HSP90 refold inh	HSF1 inh	IEC-6 tox	PolyA inh
1	CCc1nc(Sc2nnnn2-c2ccccc2)c2c3c(sc2n1)CCCC3	-49	-5	10	-12	i
2	COc1ccc(OC)c(NC(=O)CSc2nnc(C)n2Cc2ccccc2)c1	10	0	-2	-2	i
3	O=c1[nH]c2ccc(NS(=O)(=O)c3ccc4ccccc4c3)cc2[nH]1	0	3	-2	11	i
4	Cc1ccc(NC(=O)NC2CCCCC2)c(C)c1	-20	1	0	10	i

#	AI-2 QS modul	HSF1 activator	KLF5 inh	GSK3A inh	GSK3beta inhib
1	35	9	-14	-4	-2
2	37	-5	-2	-1	-2
3	13	4	-14	0	1
4	-3	12	-40	0	4

Results, from the start:
#	Compound	aSyn 5UTR inh	HSP90 refold inh	HSF1 inh	IEC-6 tox	PolyA inh
1	CCc1nc(Sc2nnnn2-c2ccccc2)c2c3c(sc2n1)CCCC3	-49	-5	10	-12	i
2	COc1ccc(OC)c(NC(=O)CSc2nnc(C)n2Cc2ccccc2)c1	10	0	-2	-2	i
3	O=c1[nH]c2ccc(NS(=O)(=O)c3ccc4ccccc4c3)cc2[nH]1	0	3	-2	11	i
4	Cc1ccc(NC(=O)NC2CCCCC2)c(C)c1	-20	1	0	10	i
5	Cc1cc(=O)oc2c3c(cc(OCC(=O)NCc4cccnc4)c12)OC(C)(C)CC3	13	-3	1	3	i
6	COc1ccc(NC(=O)C23CC4CC(C2)CC(n2cnc(Br)n2)(C4)C3)c(OC)c1	18	-2	1	-5	i
7	COc1ccc(OCCNS(=O)(=O)c2cccc([N+](=O)[O-])c2)cc1	6	0	-5	0	i
8	Fc1ccc(OCc2nc(-c3ccncc3)n[nH]2)cc1	-10	5	1	1	i
9	NC1=CC(=O)c2cccc3cccc1c23	-10	4	2	14	i
10	COc1ccccc1N/C=C1/Sc2cc(Cl)ccc2NC1=O	-10	3	13	3	i

#	AI-2 QS modul	HSF1 activator	KLF5 inh	GSK3A inh	GSK3beta inhib
1	35	9	-14	-4	-2
2	37	-5	-2	-1	-2
3	13	4	-14	0	1
4	-3	12	-40	0	4
5	18	10	-28	0	1
6	24	2	2	-2	4
7	26	-17	2	7	1
8	-9	3	-13	0	3
9	16	14	1	-3	1
10	23	22	15	-2	0

(continued)
#	Compound	aSyn 5UTR inh	HSP90 refold inh	HSF1 inh	IEC-6 tox	PolyA inh
11	CSCc1ccc(C(=O)Nc2cccc(C)c2C)cc1	-82	-6	12	3	i
12	Cc1ccc(S(=O)(=O)NC2CCCCC2)c(C)c1NS(C)(=O)=O	13	-3	-2	1	i
13	O=C(NC1(C(F)(F)F)NC(=O)N(Cc2ccco2)C1=O)c1cccnc1 (stereo unspecified)	10	3	-5	-7	i
14	CN(C)S(=O)(=O)Nc1cc(Cl)cc(Cl)c1	-8	-2	-9	5	i
15	COc1cc2c(cc1OC)C(C(=O)Nc1cc(OC)c(OC)c(OC)c1)C(c1cccnc1)N(C)C2=O (stereo unspecified)	2	-1	-4	1	i
16	C/C(=N\NC(=O)c1nnn(-c2nonc2N)c1CSc1ccc(Cl)cc1)c1ccco1	8	-2	13	3	i
17	COc1ccc(C(CC(=O)N2CCCCC2)c2c(OC)cc(OC)c3c(-c4ccccc4)cc(=O)oc23)cc1 (stereo unspecified)	-9	nt	8	nt	i
18	O=C(NCCCN1CCCC1)c1cc2c(Cl)nc3ccccc3c2s1	-53	0	-4	8	i
19	Cc1oc(-c2ccc(F)cc2)nc1CN1CCCC(C(=O)N2CCOCC2)C1 (stereo unspecified)	-11	-3	0	-2	i
20	Cc1cc2oc3ccc(NCCC4CCCN4C)cc3c(=O)c2cc1C (stereo unspecified)	-102	nt	6	nt	i

#	AI-2 QS modul	HSF1 activator	KLF5 inh	GSK3A inh	GSK3beta inhib
11	11	46	-17	-4	0
12	32	3	-11	-1	0
13	30	-18	-16	-2	1
14	22	10	-5	-1	8
15	-16	10	-10	0	-2
16	-9	38	-3	4	1
17	29	7	nt	0	-4
18	9	12	-6	nt	-6
19	20	2	-1	nt	0
20	4	2	nt	11	-9

Going on with the list.
#	Compound	aSyn 5UTR inh	HSP90 refold inh	HSF1 inh	IEC-6 tox	PolyA inh
21	COCCn1nnnc1C(c1ccc(OC)cc1)N1CCN(C(=O)c2ccco2)CC1 (stereo unspecified)	14	-2	-8	2	i
22	COC(=O)CNC(c1ccccc1)c1cc(Br)ccc1NS(=O)(=O)c1ccc(C)cc1 (stereo unspecified)	-21	-2	3	-10	i
23	O=C(c1cc(-c2ccccc2O)on1)N1CCc2ccccc2C1	-22	2	16	-2	nt
24	C/C(=N\Nc1cc(C)nc(NCc2ccccc2)n1)c1ccc([N+](=O)[O-])cc1	-23	-3	-9	-5	i
25	CC(C)C(C)(C#N)NC(=O)CSc1nc(C2CCCCC2)n(-c2ccccc2)n1 (stereo unspecified)	9	2	-4	1	i
26	Cc1c(OCC(=O)NCCN2CCOCC2)ccc2c(-c3ccccc3)cc(=O)oc12	-3	-2	-5	5	i
27	Cc1ccc(C(=O)N/C(=C/c2cccnc2)C(=O)O)cc1	0	1	-1	-6	i
28	COc1ccc(Cl)cc1NC(=O)C1CC(=O)N(c2ccc(F)cc2)C1 (stereo unspecified)	6	-4	1	-4	i
29	O=C1CC(c2ccccc2Cl)C2=C(COC2=O)N1 (stereo unspecified)	3	0	-6	-4	i
30	C=CCOc1cccc(C(=O)N2CCC(CCC(=O)NC3CC3)CC2)c1	0	-4	-5	-3	i

#	AI-2 QS modul	HSF1 activator	KLF5 inh	GSK3A inh	GSK3beta inhib
21	17	-2	-30	-1	0
22	-7	21	-26	-2	-2
23	-72	23	-6	nt	-2
24	8	1	-3	0	-4
25	45	-3	4	-1	6
26	12	-12	-46	0	2
27	7	0	-37	-3	0
28	15	27	-29	-2	1
29	10	16	-24	0	3
30	0	-1	-18	0	0

Continued.
#	Compound	aSyn 5UTR inh	HSP90 refold inh	HSF1 inh	IEC-6 tox	PolyA inh
31	C=CCc1ccc(OCC(O)CN2CCCCC2C)c(OC)c1 (stereo unspecified)	-4	3	-1	-5	i
32	CCOc1ccc(S(=O)(=O)N2CCC(C(=O)NCC3CCCO3)CC2)cc1 (stereo unspecified)	14	2	-12	-5	i
33	Cc1nn(Cc2ccc(F)cc2)c(C)c1NC(=O)c1cnn2c1NC(c1cccs1)CC2C(F)(F)F (stereo unspecified)	14	0	-4	-1	i
34	CCOc1ccc(C2=CSC3=NCCN23)cc1	-1	-4	2	-4	i
35	O=c1cc(N2CCN(c3cccc(Cl)c3)CC2)[nH]c(=O)n1C1CCCCC1	10	5	-4	-12	i
36	COc1ccc(CCNC(=O)CCC(=O)N2CCOc3ccc(C)cc32)cc1OC	-16	-3	-2	-3	i
37	CC(C)C(C(=O)NCc1ccccc1)N(CC1CCCO1)C(=O)CNS(=O)(=O)c1ccccc1 (stereo unspecified)	-6	-5	36	-4	i
38	Cc1cccc(CN2CCOCCS2(=O)=O)c1	0	-2	3	-7	i
39	CCCCC1(Cc2ccc(OC)c([N+](=O)[O-])c2)C(=O)N(c2ccccc2)N(c2ccccc2)C1=O	7	3	-1	7	i
40	NC(=O)c1cccnc1Nc1ccccc1Cl	-15	-9	4	6	i

#	AI-2 QS modul	HSF1 activator	KLF5 inh	GSK3A inh	GSK3beta inhib
31	6	-10	6	-2	2
32	26	-5	-39	-1	1
33	10	15	-38	1	2
34	31	23	-15	-2	0
35	5	-1	-15	nt	6
36	28	5	-14	-1	1
37	22	83*	-25	-2	-2
38	9	-7	-12	-1	-2
39	5	4	-15	-4	-17
40	14	33	4	-1	2

(list continues)
#	Compound	aSyn 5UTR inh	HSP90 refold inh	HSF1 inh	IEC-6 tox	PolyA inh
41	CCOc1ccccc1-n1nnnc1SCC(=O)Nc1cc(C)on1	-11	-1	4	4	i
42	O=C(C/C=N\OCc1ccc([N+](=O)[O-])cc1)Nc1ccc(Br)cc1	3	5	0	7	i
43	O=C(COc1cccc(C(F)(F)F)c1)NNC(=O)Cn1c(=O)cnc2ccccc21	5	nt	-4	nt	i
44	CCOc1ccc(NC(=S)N2CCN(S(=O)(=O)c3ccc(OC)cc3)CC2)cc1	-8	-2	-15	0	i
45	COc1ccccc1Nc1nc(NCCO)nc(N)c1[N+](=O)[O-]	?	-1	-7	-2	i
46	Cc1cc(C)n(-c2nc3c(c(=O)[nH]c(=O)n3C)n2Cc2cccc(Br)c2)n1	26	1	8	-1	i
47	CC(C)c1ccc(OCC(=O)Nc2ccc3oc(=O)ccc3c2)cc1	6	2	-2	-4	i
48	Cc1ccc2c(c1)C1(OCCO1)C(=O)N2	12	5	0	2	i
49	Cc1cccc(NC(=O)C[n+]2ccccc2)c1	3	-4	8	2	nt
50	Cc1nnsc1C(=O)N(Cc1ccccc1)C(C)C	5	4	-12	2	i

#	AI-2 QS modul	HSF1 activator	KLF5 inh	GSK3A inh	GSK3beta inhib
41	14	5	2	-1	-1
42	42	9	-27	1	-2
43	20	0	nt	-4	1
44	38	-21	-36	-1	1
45	25	16	-1	60*	-27
46	3	-1	-19	-2	-3
47	-24	-5	-22	-3	-3
48	15	-3	-4	-2	0
49	2	-17	-21	-1	0
50	21	3	-24	-1	-5

The listing continues:
#	Compound	aSyn 5UTR inh	HSP90 refold inh	HSF1 inh	IEC-6 tox	PolyA inh
51	CC(=O)Nc1ccc(-c2nc3ccc(NC(C)=O)cc3o2)cc1	-104	0	21	-1	i
52	COc1ccc(N2C(=NC(=O)C3CCCCC3)SC3CS(=O)(=O)CC32)cc1Cl (stereo unspecified)	4	-3	7	-12	i
53	COc1ccc(OCCN(C)Cc2ccccc2)cc1	-32	4	-6	-1	i
54	CC(C)(C)C(=O)Cn1nc(Cl)nc1Cl	-15	0	3	-7	i
55	Cc1ccc(NC(=O)CS(=O)CC(=O)NC2CCN(Cc3ccccc3)CC2)c(C)c1 (stereo unspecified)	-13	1	0	-3	i
56	CC(OC(=O)c1ccccc1Oc1ccccc1)C(=O)NC1CC1 (stereo unspecified)	25	-2	-1	2	i
57	O=C(c1cc2nc(C3CC3)cc(C(F)(F)F)n2n1)N1CCCC1	12	-1	-5	1	i
58	NC(=O)C1CCN(C2CC(=O)NC2=O)CC1 (stereo unspecified)	13	-6	-5	-3	i
59	CC/C(=N\NC(=O)c1ccc2c(c1)OCO2)C12CC3CC(CC(C3)C1)C2	12	4	-1	6	i

#	AI-2 QS modul	HSF1 activator	KLF5 inh	GSK3A inh	GSK3beta inhib
51	28	?	-96	-1	3
52	24	4	-10	7	3
53	6	-17	-19	-4	-25
54	3	6	-7	-3	1
55	17	0	-5	4	3
56	12	-12	6	-1	1
57	17	30	-54	-1	3
58	22	4	-73	-1	1
59	1	3	-34	0	0
